Bioassay records from PubChem BioAssay.
M18AAP inhibitor: blocks P. falciparum M18 aspartyl aminopeptidase; AID 1822; 290,000 tested, 1.2% active; inhibition, % at 7.35 µM; recombinant PfM18AAP, H-Glu-NHMec fluorogenic cleavage;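 active means inhibition above the campaign mean inhibition over all tested compounds plus 3 SD, cut at about 28% in these data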;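 further: 0% = plate median of test compound wells and 100% = 2 mM ZnCl2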
OXTR potentiator: potentiates the human oxytocin receptor response; P30559; CHO-OTR cells, Fluo-8 calcium fluorescence, potentiator mode; 0% = oxytocin EC15, 100% = EC100; activation, % at 3 µM; 320,000 tested, 0.061% active;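 active means activation above that plate's cutoff, the mean activation of tested compounds plus 3 SD, cut at about 6.6% in these data, passing the limit was not always enough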;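 further: 100% uses oxytocin at 75 nM as the full agonist control; some results filed as inactive read as strong as hits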
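Replication – single well per compound, singlicate · Assay system – CHO cell line stably expressing human OTR · Timing – 6 min pre-incubation, 100 s read · Measure – normalized max/min fluorescence ratio, % activation · Doses – 3.0 µM, one dose · Detection – Fluo-8 calcium dye fluorescence · Probe or stimulus – oxytocin near EC15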
V1R ag counter: counter-screen for oxytocin receptor agonists: human V1a receptor agonists; P37288; CHO-V1R cells, Fluo-8 calcium fluorescence, agonist mode; 0% DMSO, 100% 3 nM vasopressin; activation, % at 3 µM; 320,000 tested, 0.25% active;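 active means activation above the mean activation of all tested compounds plus 3 SD, per screening run, cut at about 20% in these data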;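 further: signal is peak over basal fluorescence ratio across a 100 second FLIPR read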
Target sequence (P37288 whole entry, looked up): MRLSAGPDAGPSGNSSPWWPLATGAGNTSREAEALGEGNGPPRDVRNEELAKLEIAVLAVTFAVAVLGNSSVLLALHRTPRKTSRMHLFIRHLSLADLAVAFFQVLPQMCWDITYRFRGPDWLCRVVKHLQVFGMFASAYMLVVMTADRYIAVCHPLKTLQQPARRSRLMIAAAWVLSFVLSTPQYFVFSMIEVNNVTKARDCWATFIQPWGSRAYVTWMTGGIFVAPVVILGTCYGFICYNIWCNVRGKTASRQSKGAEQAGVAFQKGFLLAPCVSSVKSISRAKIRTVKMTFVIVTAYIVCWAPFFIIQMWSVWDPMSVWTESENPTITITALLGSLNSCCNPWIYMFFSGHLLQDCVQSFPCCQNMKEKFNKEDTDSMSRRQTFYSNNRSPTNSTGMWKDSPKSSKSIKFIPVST
NALP1 inh: inhibitors of NALP1 inflammasome in yeast | S. cerevisiae NALP1/ASC/caspase-1 growth, X-gal OD620, 72 h | inhibition, % at 10 µM | 280,000 tested, 0.61% active | AID 2071; in the data active means inhibition mostly above about 24%, no sharp cut-off; inactive means mostly below about 32%; further: some compounds called inactive have numbers as strong as hits
GalR3 antagonist: blocks the human galanin receptor 3; HEK293 GalR3-CNG cAMP membrane potential fluorescence; galR3 body fused to GalR1 C-terminus; inhibition, % at 3 µM; 360,000 tested, 0.44% active; AID 651719;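 active means inhibition above the screen-wide average plus 3 SD, cut at about 13% in these data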;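 further: forskolin and galanin both at EC90 stimulate the cells; cAMP rise reported by CNG channel membrane potential dye signal; 0% = forskolin plus galanin with DMSO and 100% = forskolin alone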
Target sequence (O60755 1-299 limits assumed): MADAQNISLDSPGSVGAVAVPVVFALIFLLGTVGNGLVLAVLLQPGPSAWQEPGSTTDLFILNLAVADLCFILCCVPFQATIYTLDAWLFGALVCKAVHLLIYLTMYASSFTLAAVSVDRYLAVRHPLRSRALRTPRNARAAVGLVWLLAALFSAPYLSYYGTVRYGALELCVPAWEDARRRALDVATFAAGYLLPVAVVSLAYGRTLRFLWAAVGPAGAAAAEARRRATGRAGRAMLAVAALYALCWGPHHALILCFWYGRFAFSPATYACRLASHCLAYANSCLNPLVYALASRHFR
MEKK2 mut-MEK5: signal of MEK5 binding to mutant human MEKK2 PB1 domain. bead flow cytometry, Alexa488-MEK5 binding to MEKK2 mutant. percent response, % at 10 µM. 290,000 tested, 0.35% active; in the data active means percent response above about 24%, passing the limit was not always enough; further: inactives centre near 1; some results filed as inactive read as strong as hits
GPR7 antagonist: antagonists of human GPR7 (neuropeptides B/W receptor 1) | P48145 | GPR7-expressing cells, fluorescence antagonist assay | inhibition, % at 4.4 µM | 290,000 tested, 1.1% active; in the data active means inhibition above about 16%, passing the limit was not always enough;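 further: cells stimulated with the agonist NPW; 0% = agonist with vehicle and 100% = vehicle without agonist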
Target sequence (P48145 whole entry, looked up): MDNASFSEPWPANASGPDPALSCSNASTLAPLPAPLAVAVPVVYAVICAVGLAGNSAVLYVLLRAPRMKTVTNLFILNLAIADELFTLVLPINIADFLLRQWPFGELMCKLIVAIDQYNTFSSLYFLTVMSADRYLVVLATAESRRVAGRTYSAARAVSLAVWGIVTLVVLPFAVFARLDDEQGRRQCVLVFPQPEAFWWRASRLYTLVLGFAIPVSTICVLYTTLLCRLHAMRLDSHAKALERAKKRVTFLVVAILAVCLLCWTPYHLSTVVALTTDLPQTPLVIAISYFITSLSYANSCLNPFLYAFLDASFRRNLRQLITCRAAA
OXTR agonist: human OXTR agonism; CHO-OTR cells, Fluo-8 calcium fluorescence; normalized: DMSO 0%, oxytocin 100%; AID 2435; P30559; 320,000 tested, 0.32% active; activation, % at 3 µM;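 active means activation above the mean of all tested compounds plus 3 SD, cutoff set per screening run, cut at about 20% in these data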;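 further: peak over basal fluorescence ratio from a 100 s FLIPR kinetic read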
MEKK2wt PB1 HTS: raises or lowers MEK5 binding to wildtype human MEKK2 PB1 domain; 290,000 tested, 1.1% active; binding response (% of control), % at 10 µM; bead flow cytometry, Alexa488-MEK5 binding to MEKK2 WT; actives lie on both sides; Q9Y2U5; AID 1531; in the data active means binding response below about 67% or above about 130%
Starred values were filed as active, the others as inactive; nt = not tested or not shown.

SMILES	MEKK2wt PB1 HTS	OXTR potentiator	GPR7 antagonist	GalR3 antagonist	M18AAP inhibitor	NALP1 inh	V1R ag counter	MEKK2 mut-MEK5	OXTR agonist
Cc1cc(NC(=O)c2ccc3nc(C)sc3c2)no1	105	2	-4	4	8	10	0.2	6	0.5
CCOC(=O)c1cnc2ccccc2c1Nc1cccc(C(=O)O)c1	100	10	-9	3	-7	28	0.8	-2	-0.6
O=C(N/N=C/c1cccs1)c1cccc(NC(=O)c2ccc(Cl)cc2)c1	110	-8	-9	-5	-11	22	-0.1	0	-0.3
Cc1noc(C)c1CSCC(=O)NC1=NCCS1	113	-1	-14	-3	-7	-1	0.1	7	-0.7
Cc1ccc(S(=O)(=O)NC(=O)NCc2ccc(Cl)cc2)cc1	112	-5	-2	-4	-3	10	0.4	8	-1.3
Cc1c(C)c2c(OCC(=O)Nc3ccc(CCO)cc3)cc3c(c2oc1=O)CCC(C)(C)O3	96	-6	12	-3	4	10	-0.3	-2	-1.1
O=C(O)CCC(=O)NN1C(=O)c2ccccc2NC1c1ccc(F)cc1 (configuration not stated)	90	-13	-6	-6	-1	20	1.0	-21	0.6
O=C(Cn1c(=O)oc2cc(S(=O)(=O)N3CCCC3)ccc21)Nc1cccc(C(F)(F)F)c1	99	-26	-2	-5	1	18	5.6	4	7.1
CC(=O)N/N=C/c1cc2c(cc1[N+](=O)[O-])OCO2	98	-5	-11	-5	7	14	0.1	-1	0.4
COc1ccccc1C(=O)N/C(=C\c1cn(S(=O)(=O)N(C)C)c2ccccc12)C(=O)NCCCN1CCOCC1	104	-3	-1	-10	-4	8	0.5	8	-1.4
CCc1ccc(N2C(=O)Nc3ccccc3C2(O)C(=O)N2CCN(c3ccccn3)CC2)cc1 (configuration not stated)	103	-5	-8	2	0	4	-0.3	0	-1.2
O=C(c1cc2cc([N+](=O)[O-])ccc2oc1=O)N1CCN(C2CCCCC2)CC1	80	8	-9	3	0	8	-1.0	-7	-2.2
Cc1cc(CNC(=O)CC2C(=O)NCCN2Cc2ccccc2C(F)(F)F)on1 (configuration not stated)	103	-10	-8	-4	-7	-4	-0.2	-1	1.3
Cc1cc2c(c(SCC(=O)NCc3ccc(Cl)cc3)n1)C(=O)OC2	83	-6	3	2	-8	-2	0.9	-15	-0.8
CC(C)(C)n1nc2c(c1NC(=O)Cc1ccc(F)cc1)CSC2	108	-11	-5	0	-6	-6	0.4	11	-1.3
O=C(Nc1ccc(S(=O)(=O)N2CCOCC2)cc1)c1ccc([N+](=O)[O-])o1	108	-1	6	1	1	-6	0.6	18	0.4
O=S(=O)(Nc1cccc(-c2ccc(N3CCCCCC3)nn2)c1)c1ccccc1F	100	-8	-5	-4	9	35	0.3	-3	-1.5
O=C(Nc1ccccc1)c1cc(S(=O)(=O)Nc2cccnc2)ccc1Cl	106	-10	-13	-4	2	12	0.0	5	-0.7
COc1cc(NC(=O)C2=C(C)OCCS2)c(Cl)cc1C(=O)NCCN1CCN(C)CC1	105	-7	-8	4	-1	16	-0.8	2	0.4
CC(Oc1ccccc1)c1ccnc2nc(/N=C/N(C)C)nn12 (configuration not stated)	98	-9	1	-6	2	19	-0.6	3	0.8
CCOC(=O)NC(=O)CSc1nc2ccccc2[nH]1	99	-3	-7	0	1	-7	0.5	-1	-0.4
COc1ccc(NC(=O)CCCNS(=O)(=O)c2cccs2)cc1	101	-8	-9	-3	-4	36	-0.9	0	-0.9
Cc1ccc(C(=O)NCCn2ccc3ccccc32)cc1[N+](=O)[O-]	112	-2	-10	-6	-4	21	-0.6	-1	-1.9
Cc1ccc2c(c1)c(N=O)c(O)n2Cc1ccc(Cl)cc1	105	-17	-5	5	4	13	-1.0	8	-2.0
Cc1cc(C(=O)COC(=O)c2ccc(O)cc2)c(C)n1CC(F)(F)F	nt	-11	nt	-8	nt	nt	2.7	nt	4.0
Cc1[nH]c2ccccc2c1/C=N/Nc1nncn1N	98	-21	-7	-3	61*	0	0.3	-5	-1.2
CCN(CC)C(=O)Cn1ccc(NC(C)=O)nc1=O	92	-9	-2	-10	3	6	5.0	5	0.0
N#Cc1nc(Cc2cccc3ccccc23)oc1N1CCN(c2ccccc2)CC1	99	8	6	-6	-11	-4	0.9	2	1.6
CCc1nc(CNC(=O)C2CCC(=O)N(CCc3cccc(F)c3)C2)no1 (configuration not stated)	107	-12	-4	0	1	15	0.4	4	0.8
Cc1cc(C)c2cc(C#N)c(N3CCCN(C(=O)c4cnccn4)CC3)nc2c1	91	-11	-5	-3	17	14	1.4	0	15
O=C(Nc1cccc(S(=O)(=O)N2CCCC2)c1)c1ccc2c(=O)n3c(nc2c1)CCCCC3	98	-13	-9	-1	-9	28	0.6	-2	4.8
Cc1cc(OCc2cc(C(=O)N3CCN(CC4CC4)CC3)no2)cc(C)c1Cl	109	-7	-1	-5	3	5	11	9	5.0
O=c1cc(N2CCC3(CC2)OCCO3)[nH]c(=O)n1-c1ccc(Cl)cc1	106	-4	10	nt	1	3	1.0	4	-0.2
COc1ccccc1OC(=O)CCc1nc2ccccc2s1	96	1	-11	-4	38*	14	-1.9	-2	-1.3
O=C(COC(=O)C(O)c1ccccc1)NC12CC3CC(CC(C3)C1)C2 (configuration not stated)	102	-26	9	-3	5	2	-1.0	4	-1.4
CSc1nc(O)cc(=O)n1-c1ccc(F)cc1	96	-4	-3	2	1	10	-0.3	-1	-0.5
COCCn1c(N)c(Sc2ccccc2[N+](=O)[O-])c(=O)[nH]c1=O	101	-2	-11	-7	-2	nt	0.8	-1	0.7
CCn1nccc1C(=O)Nc1ccc(S(=O)(=O)NC23CC4CC(CC(C4)C2)C3)cc1	95	-10	-9	-3	-4	0	2.8	-3	5.7
Cc1ccccc1OCCCCCCN1CCNCC1	nt	-14	nt	-7	nt	nt	4.5	nt	8.9
O=C(CN1CCN(S(=O)(=O)c2ccc(F)c(Cl)c2)CC1)N1CCOCC1	nt	-5	nt	-4	nt	nt	0.3	nt	-0.1
ClCc1csc(-c2ccccc2Cl)n1	104	0	-1	-3	10	-3	0.1	-1	-0.9
Cc1cc(C)cc(OCC(=O)OCC(=O)Nc2cc(S(=O)(=O)N3CCOCC3)ccc2Cl)c1	nt	-8	nt	-2	nt	nt	0.9	nt	0.9
Cc1ncc([N+](=O)[O-])n1CC(=O)NC1CCCC1	102	8	-13	-7	-4	24	0.7	2	0.8
CC(OC(=O)c1ccc2ncsc2c1)C(=O)N1CCCC1 (configuration not stated)	115	-8	-16	0	-10	0	0.8	22	-0.3
c1ccc(C2Nc3ccccc3-c3nc4ccccc4n32)nc1 (configuration not stated)	98	-5	-8	-7	7	-5	0.0	4	-1.1
COc1cc2cnc(-c3cccnc3)cc2cc1OC	nt	4	nt	1	nt	nt	-0.7	nt	0.2
CCCCN1C(=N)N([C@@H](C)CN2CCC[C@H]2CN2C(N)=NC[C@@H]2Cc2ccccc2)C[C@H]1[C@H](C)CC	nt	4	nt	-1	nt	nt	0.6	nt	-0.3
COc1ccc2nc(NCc3ccccc3)[nH]c2c1	114	-1	9	-7	2	21	-0.1	-1	1.2
COc1ccc(CNC(=O)COC(=O)[C@H](Cc2ccccc2)NC(=O)c2cccs2)cc1	nt	-5	nt	-2	nt	nt	0.3	nt	0.2
Cc1ccc(S(=O)(=O)NC(CC(C)C)C(=O)Nc2nccs2)cc1 (configuration not stated)	104	-4	0	1	-2	10	-0.7	9	-1.1

The list continues.
SMILES	MEKK2wt PB1 HTS	OXTR potentiator	GPR7 antagonist	GalR3 antagonist	M18AAP inhibitor	NALP1 inh	V1R ag counter	MEKK2 mut-MEK5	OXTR agonist
COCCN(C(=O)COC(=O)c1ccco1)c1c(N)n(Cc2ccccc2)c(=O)[nH]c1=O	nt	-1	nt	0	nt	nt	0.3	nt	0.5
CCOC(=O)CSc1nnc2n(C3CCCCC3)c(=O)c3c4c(sc3n12)CCCC4	96	-8	2	-4	-8	13	-0.1	3	-0.4
O=C(COc1ccc(F)cc1Cl)Nc1ccc(N2CCOCC2)cc1N1CCOCC1	nt	-13	nt	5	nt	nt	-1.0	nt	-1.2
COc1cc(NC(=O)CCS(=O)(=O)c2ccc3c(c2)n(C)c(=O)c(=O)n3C)cc(OC)c1	99	-5	4	2	-28	7	0.3	-1	0.8
C/C(C/C(C)=C1/SC(=S)NC1=O)=C1\SC(=S)NC1=O	92	nt	-2	-8	29*	2	nt	-3	nt
O=C(OCCN1C(=O)c2ccccc2C1=O)[C@@H]1CC(O)CN1S(=O)(=O)c1ccccc1[N+](=O)[O-] (some centres not stated)	nt	-5	nt	-5	nt	nt	1.2	nt	1.3
CCOC(=O)CSc1nc(N2CCOCC2)c2c(c1C#N)CC(C(C)C)OC2 (configuration not stated)	107	-1	-15	-4	4	6	-1.2	5	-1.4
Cc1ccc(N(C)S(=O)(=O)c2ccc(-c3cc(C)no3)s2)cc1	99	-9	21	-1	6	13	-0.7	-2	-2.7
CCCCOc1ccc(C(=O)N/C(=C/C=C/c2ccccc2)C(=O)O)cc1	98	1	-9	0	-6	16	1.0	-1	-1.8
Cc1ccc(NC(=O)CSc2nnc(Cn3cnc4ccccc43)o2)cc1	90	-16	-3	-3	2	12	0.2	-7	2.0
CC(C)c1ccc(NC2CCCN(C(=O)CCc3cnn(C)c3)C2)cc1 (configuration not stated)	106	nt	-8	-3	3	1	nt	5	nt
C=C1CCN(C(C(=O)OC)C(C)C)S(=O)(=O)c2ccccc21 (configuration not stated)	86	1	nt	-8	nt	-55	-1.4	4	-0.8
COc1ccc(NC(=S)NC(=NS(=O)(=O)c2ccc(Cl)cc2)c2ccccc2)cc1	nt	-3	nt	-6	nt	nt	1.5	nt	2.2
CCCc1cc(=O)oc2c(C)c(OCC(=O)N3CCC(C(=O)O)CC3)ccc12	99	-3	-5	-6	6	13	2.0	-1	0.8
CCCCn1c(N)c(N(CC(C)C)C(=O)C(C)SCc2nc3sc(C)c(C)c3c(=O)[nH]2)c(=O)[nH]c1=O (configuration not stated)	nt	-4	nt	-2	nt	nt	-0.8	nt	-0.2
Cc1cc(OCCn2cnc3ccccc3c2=O)ccc1[N+](=O)[O-]	96	-4	9	3	-2	36	4.8	-2	6.6
Cc1cnc(CN(C)Cc2c(C(=O)N3CCCCCCC3)nc3ccc(Cl)cn23)[nH]1	99	-2	-14	3	6	13	0.2	-1	-1.6
CC(=O)c1cccc(NC(=O)c2cc(S(=O)(=O)N3CCOCC3)cs2)c1	109	-3	-7	-1	-3	18	1.0	4	-0.1
CN1CCN(C(=O)c2cc(-c3ccco3)on2)CC1	84	-1	5	-2	0	31	0.9	-11	0.3
CC(C)C(O)(c1ccccc1)C(CN1CCOCC1)c1ccccc1 (configuration not stated)	104	nt	-38	-10	8	13	nt	6	nt
Cc1c(NC(=O)c2ccc3c(c2)OCO3)cccc1-c1nc2ncccc2o1	108	-6	-3	3	4	13	2.5	6	0.4
COC(=O)CCC(C)N1CCC(Oc2ccc(C(=O)NCc3ccccn3)cc2)CC1 (configuration not stated)	102	nt	13	-7	-7	11	nt	0	nt
Brc1ccc(-c2csc(-c3ccncc3)n2)cc1	97	-7	-5	-12	-11	24	0.3	-2	-2.5
O=c1ccc(/C=C/c2ccccc2)nn1Cc1ccccc1Cl	99	-9	23	-1	-5	6	0.9	15	-0.7
